ARNT-TACC3 inh: ARNT/TACC3 interaction disruption. inhibition, % at 9.99 µM. AlphaScreen His-ARNT PAS-B/GST-TACC3 binding, luminescence; TACC3 fragment carries E629A point mutation. hit rate 0.66% among 390,000. Q9Y6A5;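 active = mean inhibition of replicates at least 50% and at least half of replicates each reaching 50%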;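 note: 0% = complete ARNT plus TACC3 wells and 100% = ARNT alone without TACC3; many hits fall short of the cut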
* hit, by the source's call; & = joins results of further samples.

The first 18 records, ahead of the listing:
SMILES	ARNT-TACC3 inh
CCc1nnc(NC(=O)CSc2nnc(Cc3ccc(OC)cc3)o2)s1	-3
Cc1cc(C)cc(NC(=S)NCC2CCCO2)c1 (stereo unspecified)	21
CCN1CCN(C(=O)CN(CCc2ccccc2)S(C)(=O)=O)CC1	-23
COc1ccc(Cc2n[nH]c(=O)c3ccccc23)cc1OC	-1
Cc1ccc(NC(=O)CSCC(=O)N2CCOCC2)cc1	-10
CC(=O)Nc1ccc(S(=O)(=O)N2CCN(CCCOc3cc(C)ccc3C)CC2)cc1	4
CCC(=O)c1ccc(OCC(=O)O)cc1	1
Cc1ccccc1-c1nc2sc3c(c2c(=O)o1)CCC3	-7
Cc1ccc(C)n1-c1sc2c(c1C#N)CCC(C)C2 (stereo unspecified)	-6
CSc1ccccc1C(=O)Nc1ncc(C)s1	-15
Cc1ccc(C2C(C#N)=C(N)Oc3nc(-c4ccccc4)[nH]c32)o1 (stereo unspecified)	-8
CCOc1ccc(NC(=O)CS(=O)CC(=O)NC2CCCc3ccccc32)cc1 (stereo unspecified)	-7
Cc1ccc(-c2c3c(=O)n(C)c(=O)n(C)c3cn2Cc2ccccn2)cc1	12
CCCc1cc(=O)n2[nH]c(NCc3ccccc3Cl)nc2n1	-3
Cc1ccc(S(=O)(=O)N2CCC(C(=O)O)CC2)cc1C(=O)O	-6
C1CCN(c2nc(N3CCCCC3)nc(N3CCNCC3)n2)CC1	-12
COc1ccccc1-n1c(=S)sc2c(=O)n(Cc3ccco3)c(SC)nc21	20
CC(=O)Nc1ccc(-c2nnc(SCc3ccccc3C#N)n2C)cc1	18

Main list, from the first entry:
SMILES	ARNT-TACC3 inh
CCc1nnc(NC(=O)CSc2nnc(Cc3ccc(OC)cc3)o2)s1	-3
Cc1cc(C)cc(NC(=S)NCC2CCCO2)c1 (stereo unspecified)	21
CCN1CCN(C(=O)CN(CCc2ccccc2)S(C)(=O)=O)CC1	-23
COc1ccc(Cc2n[nH]c(=O)c3ccccc23)cc1OC	-1
Cc1ccc(NC(=O)CSCC(=O)N2CCOCC2)cc1	-10
CC(=O)Nc1ccc(S(=O)(=O)N2CCN(CCCOc3cc(C)ccc3C)CC2)cc1	4
CCC(=O)c1ccc(OCC(=O)O)cc1	1
Cc1ccccc1-c1nc2sc3c(c2c(=O)o1)CCC3	-7
Cc1ccc(C)n1-c1sc2c(c1C#N)CCC(C)C2 (stereo unspecified)	-6
CSc1ccccc1C(=O)Nc1ncc(C)s1	-15
Cc1ccc(C2C(C#N)=C(N)Oc3nc(-c4ccccc4)[nH]c32)o1 (stereo unspecified)	-8
CCOc1ccc(NC(=O)CS(=O)CC(=O)NC2CCCc3ccccc32)cc1 (stereo unspecified)	-7
Cc1ccc(-c2c3c(=O)n(C)c(=O)n(C)c3cn2Cc2ccccn2)cc1	12
CCCc1cc(=O)n2[nH]c(NCc3ccccc3Cl)nc2n1	-3
Cc1ccc(S(=O)(=O)N2CCC(C(=O)O)CC2)cc1C(=O)O	-6
C1CCN(c2nc(N3CCCCC3)nc(N3CCNCC3)n2)CC1	-12
COc1ccccc1-n1c(=S)sc2c(=O)n(Cc3ccco3)c(SC)nc21	20
CC(=O)Nc1ccc(-c2nnc(SCc3ccccc3C#N)n2C)cc1	18
Cc1ccc(CNC(=O)CCCC(=O)O)cc1	-2
CCOC(=O)N1CCN(/C=C(\C#N)c2nc3ccccc3s2)CC1	-2
CCn1cc(C(=O)NCc2ccco2)c(=O)c2cc(F)c(N3CCN(C(=O)c4ccco4)CC3)cc21	1
CSc1ccccc1NC(=O)c1c(Br)cnn1C	1
Cc1c(NC(=O)Cn2nc(C(F)(F)F)c3c2CCCC3)c(=O)n(-c2ccccc2)n1C	-11
CCOC(=O)c1ccc(N/C=C2\CCCCC2=O)cc1	-3
Cc1ccc(C(=O)N2CC3(C(C)C)CN(C(=O)c4ccc(C)cc4)CC(C(C)C)(C2)C3=O)cc1	-3&-28
Cn1c(=Nc2ccc(N3CCOCC3)cc2)ccc2ccccc21	2
Nc1nonc1-c1nc2ccccc2n1CC(=O)N1CCCCC1	6
COc1cc(=O)n2c(n1)SCCC2	-4
C=CCn1c(SCC(=O)NCc2ccc3c(c2)OCO3)nnc1C1CCCCC1	0
Cc1nc2ccc(S(=O)(=O)NCC(=O)N3CCN(c4ccccc4)CC3)cc2s1	-5
CCOc1ccc(N/C=C/C(=O)c2ccc(OC)cc2)c([N+](=O)[O-])c1	-1
CC1=C(C(=O)OCC2CCCO2)C(c2cccc(C(F)(F)F)c2)C2=C(CC(c3ccco3)CC2=O)N1 (stereo unspecified)	-9
COCCNC(=O)c1ccc(N2CCCCC2)c(NS(=O)(=O)c2ccc(C)cc2)c1	2
COc1ccccc1-c1noc(-c2cc(OC)c(OC)c(OC)c2)n1	0
CCC(C(=O)Nc1ccccc1OC)n1c(C(=O)OC)cc2ccsc21 (stereo unspecified)	3
CCn1c(SCC(=O)c2ccccc2)nc2c(c1=O)SC(C)C2 (stereo unspecified)	-2
O=[N+]([O-])c1ccc(/C=N/Nc2nc(N3CCOCC3)nc(N3CCOCC3)n2)cc1	-24
CCOC(=O)Cc1ccc(NC(=O)c2ccc(C(C)(C)C)cc2)cc1	-5
CC(C)OC(=O)/C(=C\c1ccc2c(c1)c1ccccc1n2C)NC(=O)c1ccccc1	1
O=C(NC1C=CS(=O)(=O)C1)c1sc2ccccc2c1Cl (stereo unspecified)	-6
Cc1sc2nc3ccc(NCc4ccco4)nn3c(=O)c2c1C	7
Cc1nc2ccccn2c1/C(O)=C1\C(=O)C(=O)N(CCCn2ccnc2)C1c1ccncc1 (stereo unspecified)	1
CC(C)=C1SC(N2CCCCC2)=NC1=O	2
COC(=O)CC1C(=O)NCCN1C(=O)Nc1ccc(Cl)cc1 (stereo unspecified)	-11
CC(=O)Nc1ccc(S(=O)(=O)NNC(=O)COc2ccc(C(C)(C)C)cc2)cc1	-1
COc1ccc(C2NC(=O)CS2)cc1OC (stereo unspecified)	1
CC(C)Cc1nnc(NC(=O)c2cc(-c3ccccc3)nc3ccccc23)s1	-15
COc1cc2[nH]cc(C(=O)NCCc3ccccc3)c(=O)c2cc1OC	12
CCNc1nc(N)nc(Oc2ccc(C(=O)OC)cc2)n1	3
CC(=O)Nc1ccc(OCC(=O)NC(C)C(C)C)cc1 (stereo unspecified)	-3
CCCc1nc2c(o1)CC(CC(C)SCC)CC2=O (stereo unspecified)	7
COc1ccc(S(=O)(=O)Nc2ccc3c(c2)COC3=O)cc1OC	1
Cc1ccc(-c2cnn(-c3cccc(C(F)(F)F)c3)c2N)cc1	-11
COc1ccc2nc(NC(=O)c3ccc4ncsc4c3)sc2c1	10
S=c1[nH]nc(-c2cc3c(s2)-c2ccccc2CC3)o1	70*
C=CCn1c(SCC(=O)c2c(N)n(C)c(=O)n(C)c2=O)nc2sc(C)c(C)c2c1=O	-26
Cc1ccc2c(c1)c1ncnc(N3CCN(c4ccccc4)CC3)c1n2C	-11
O=C(Nc1ccon1)C1CCN(S(=O)(=O)c2cccs2)CC1	28
Cc1ccc(-c2nc(C#N)c(NCc3cccc4c3OCO4)o2)cc1	2
COc1cc(C(=O)NCC2CCCO2)cc(OC)c1OC (stereo unspecified)	-2

Later entries:
SMILES	ARNT-TACC3 inh
CCN1CCN(C(c2cccs2)C(C)NC(=O)c2cccnc2)CC1 (stereo unspecified)	-2
C(#Cc1ccc(C#CCN2CCOCC2)cc1)CN1CCOCC1	-5
Cc1ccc2nc(C3CCN(C(=O)NCc4ccccc4)CC3)[nH]c2c1	-2
CC1CCCCN1C(=O)C12CCC(C)(/C(=N/O)C1)C2(C)C (stereo unspecified)	-22
Cc1ccc(NC(=O)CN2C(=O)S/C(=C\c3cccn3-c3cccc(C(=O)O)c3)C2=O)c(C)c1	-1
O=C(C1CCN(S(=O)(=O)N2CCOCC2)CC1)N1CCN(Cc2ccccc2)CC1	-6
NC(=O)c1c(NC(=O)c2cc3ccccc3o2)sc2c1CCC2	-4
O=C(COC(=O)[C@H](Cc1ccccc1)N1C(=O)c2ccccc2C1=O)Nc1ccc2c(c1)OCO2	2
Cc1c(NC(=O)OCCSc2nc(N(C)C)nc(N(C)C)n2)sc(=S)n1C	9
CCCC(=O)Nc1ccc(-c2nc3cc(C)c(C)cc3o2)c(O)c1	-11
CN(c1ccc(C(=O)Nc2ccccc2C(=O)N2CCOCC2)cc1)S(C)(=O)=O	-3
COc1ccc(Cn2nnnc2C(C(C)C)N2CCN(c3ccccc3OC)CC2)cc1 (stereo unspecified)	7
COc1ccc(-c2nnc(SCC(=O)N3CCOCC3)o2)cc1	-3
COc1ccc(OC)c(S(=O)(=O)n2nnc3ccccc32)c1	2
CC(C)OC(=O)CSc1nc(-c2ccc(F)cc2)nc2ccc(F)cc12	-17
CCNC(=O)c1c(C)nc2ccccn12	-4
CC(C)OCCCNC(=O)Cn1nc(-c2ccccc2)ccc1=O	-6
Cc1cccc(OCCCC(=O)Nc2ccc(S(=O)(=O)Nc3onc(C)c3C)cc2)c1C	-6
COc1ccc(CC(=O)N2N=C(C)CC2(O)c2cccnc2)cc1 (stereo unspecified)	5
CC(=O)C1=C(O)C(=O)N(CCN2CCOCC2)C1c1ccc(N(C)C)cc1 (stereo unspecified)	0
CCCCCCCCCCCC(=O)N/N=C/c1ccco1	0
Oc1ccc(CNc2ccccc2)c2cccnc12	48*
Cc1cc2nnn(-c3nnc(-c4ccccc4)c4ccccc34)c2cc1C	-7
COC(=O)C1=C(C)Nc2ncnn2C1c1ccc(OCc2ccccc2)cc1 (stereo unspecified)	3
Cn1c(=O)cc(OCCCC(=O)NCCCN2CCN(Cc3ccccc3)CC2)c2ccccc21	0
C=CCOc1ccccc1CNn1nnnc1N	6
Cc1ccccc1OCCOc1cccc(/C=N/NC(=O)Cc2nnc(N)s2)c1	3
CCOC(=O)C(CC)Sc1nc2c(c(=O)[nH]c(=O)n2C)n1CCc1ccccc1 (stereo unspecified)	1
Cc1cc(C)c(NC(=O)CN2C(=O)NC3(CCOc4ccccc43)C2=O)c(C)c1 (stereo unspecified)	-5
Cc1cc(=O)oc(C)c1C(=O)NCCc1ccc(F)cc1	3
Cc1nc2ccccn2c1C(=O)N/N=C/c1cc(C)n(-c2ccc(Cl)cc2)c1C	5
CCOc1ccc(C2/C(=C(/O)c3ccc(F)cc3)C(=O)C(=O)N2CCCN(C)C)cc1 (stereo unspecified)	-9
O=C(Nc1cc(Cl)ccn1)C1CCN(S(=O)(=O)c2cccs2)CC1	1
CCOC(=O)/C=C1\SCC(=O)N1CC(O)CN1C(=O)CS/C1=C\C(=O)OCC	0
CCCOc1cccc(-c2cc(C(=O)NNC(=S)NCC)c3ccccc3n2)c1	10
C=CCOC(=O)C1=C(C)NC(C)=C(C(=O)OCC=C)C1c1ccc(O)cc1	-4
COc1cccc(-c2cc(C(=O)NCc3ccco3)no2)c1	-14
COc1ccc(Nc2ncnc3c2cnn3Cc2ccccc2)cc1	3
COc1ccc(-c2noc(-c3ccccc3C(=O)N3CCOCC3)n2)cc1	0
O=C(CN1CCOCC1)N1CCN(c2nnc(-c3ccccc3)c3ccccc23)CC1	6
COc1cccc(C(c2nnnn2Cc2ccccc2)N2CCN(C(=O)c3ccco3)CC2)c1OC (stereo unspecified)	7
O=C(CCN1C(=O)C2C3C=CC(C3)C2C1=O)NCc1cccnc1 (stereo unspecified)	-4
Nc1ccc(CN2CCCCCC2)cc1	6
Cc1cc(N2CCOCC2)nc(SCC(=O)c2ccc(Cl)cc2)n1	-4
CCOc1cc(CNc2ccccc2)cc(Br)c1OCC(=O)NC(C)(C)C	4
Fc1ccc(-c2nnc(CSc3nnc(-c4cccs4)o3)o2)cc1	-3
N#Cc1ccc(CSc2ncnc3c2cnn3Cc2ccccc2)cc1	2
Cn1c(=O)c(-c2ccccc2)nc2ccccc21	-1
CC1(C(=O)NCCc2c[nH]c3ccccc23)C=CC2(CCCCC2)N1C(=O)c1ccccc1 (stereo unspecified)	2
CSc1ccccc1-n1nnnc1SCC(=O)Nc1cc(C)ccc1C	-8
CCOC(=O)Cc1csc(Nc2c(C)n(C)n(-c3ccccc3)c2=O)n1	-2
COc1cc2c(cc1OC)CN(CC(=O)Nc1ccc3c(c1)OCO3)CC2	4
CC(=O)NCCc1ccc(S(=O)(=O)N2CCOCC2)cc1	-7
O=C(CSc1nc(O)cc(=O)n1-c1ccccc1)NCc1ccccc1	7
CC1CCN(S(=O)(=O)c2ccc(N/N=C(/C#N)C(N)=O)cc2)CC1	1
COc1ccc(OC)c(-c2cc(C(=O)N3CCN(c4ncccn4)CC3)c3ccccc3n2)c1	51*
COc1ccc(C2CC(=O)c3cnc(NC(=O)c4ccccc4OC)nc3C2)c(OC)c1 (stereo unspecified)	0
COC(=O)c1[nH]c2ccccc2c1NC(=O)CN1CC(C)OC(C)C1 (stereo unspecified)	-10
CCSc1nc2ccccc2n1C(=O)c1ccc(S(=O)(=O)N2CCCCC2)cc1	-4
O=C(Nc1ccc2c(c1)OCCO2)C1CCCN(S(=O)(=O)Cc2ccccc2)C1 (stereo unspecified)	-3

Other structures
SMILES	ARNT-TACC3 inh
Cc1cc(C)cc(N=C(NO)c2cccc([N+](=O)[O-])c2)c1	8
Cc1ccccc1N1C(=O)C2ON(c3ccccc3)C(c3ccncc3)C2C1=O (stereo unspecified)	-2
C/C(CC1CC(COCC(C)C)OC1=O)=N\Nc1nc(-c2ccccc2)cs1 (stereo unspecified)	8
CCn1c(C)cc(/C=C2\NC(=O)N(CC(=O)Nc3cccc(C)c3)C2=O)c1C	-5
O=C1C(=O)N(CCN2CCOCC2)C(c2ccccn2)/C1=C(/O)c1ccccc1 (stereo unspecified)	-5
Cc1ccc2nc(SCCC(=O)O)cc(C)c2c1	-2
CCn1c(CNc2ccccc2Cl)nnc1SCC(=O)OC1CCCCC1	0
O=C(Nc1cccc(NC(=O)c2ccc(-c3cccc(Br)c3)o2)c1)c1ccco1	2
CC1=NN(c2ccc(Cl)cc2)C(=O)C1C(c1ccccc1O)c1c(C)[nH]n(-c2ccc(Cl)cc2)c1=O (stereo unspecified)	-14
COc1ccccc1NC(=S)NNC(=O)c1cc(C)nn1C	3
Cc1ccc(NC(=O)c2cc3nc(C)cc(C)n3n2)cc1	1

Some of the compounds tested (hit frequency here may not be typical).
